From PubChem
SENP1 FRET inh: inhibitors of human SENP1 SUMO protease catalytic domain | 360,000 compounds, 0.21% hits | recombinant SENP1 catalytic domain, CyPet-SUMO1-YPet FRET cleavage | Q9P0U3 | inhibition, % at 10 µM;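 active = inhibition at least 30% at 10 µM, raw YFP signal under a set limit, fluorescence ratio 0.5 to 1.5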;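 note: 0% = enzyme with DMSO and 100% = no enzyme wells; some results filed as inactive read as strong as hits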
Target sequence (Q9P0U3 419-644 limits assumed): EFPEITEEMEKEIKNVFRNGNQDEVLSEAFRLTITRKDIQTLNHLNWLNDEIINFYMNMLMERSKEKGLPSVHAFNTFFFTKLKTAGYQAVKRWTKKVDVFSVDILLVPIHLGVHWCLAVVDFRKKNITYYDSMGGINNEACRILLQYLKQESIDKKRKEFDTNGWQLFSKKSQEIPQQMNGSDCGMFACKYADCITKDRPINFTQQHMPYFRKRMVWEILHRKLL
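Controls: no-enzyme wells low, DMSO-plus-enzyme wells high control. Test system: human recombinant His6-tagged SENP1 catalytic domain enzyme. Reagent: SFCypet-SUMO1-SFYpet FRET protein substrate, 25 nM final. Doses: one dose per compound, 10 µM, 0.5% DMSO. Detection: FRET, CFP and YFP emission. Timing: 50 min reaction at room temperature.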
SENP6 block: inhibitors of human SENP6 protease; Recombinant SENP6 catalytic domain, aminoluciferin luminescence; inhibition, % at 10 µM; 330,000 compounds, 1.8% hits;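 active = inhibition above about 50% at the single tested dose, limit read from the data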;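 note: plate controls were DMSO wells with enzyme for no effect and DMSO wells lacking enzyme for full effect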
Target sequence (Q9GZR1 628-1112 limits assumed): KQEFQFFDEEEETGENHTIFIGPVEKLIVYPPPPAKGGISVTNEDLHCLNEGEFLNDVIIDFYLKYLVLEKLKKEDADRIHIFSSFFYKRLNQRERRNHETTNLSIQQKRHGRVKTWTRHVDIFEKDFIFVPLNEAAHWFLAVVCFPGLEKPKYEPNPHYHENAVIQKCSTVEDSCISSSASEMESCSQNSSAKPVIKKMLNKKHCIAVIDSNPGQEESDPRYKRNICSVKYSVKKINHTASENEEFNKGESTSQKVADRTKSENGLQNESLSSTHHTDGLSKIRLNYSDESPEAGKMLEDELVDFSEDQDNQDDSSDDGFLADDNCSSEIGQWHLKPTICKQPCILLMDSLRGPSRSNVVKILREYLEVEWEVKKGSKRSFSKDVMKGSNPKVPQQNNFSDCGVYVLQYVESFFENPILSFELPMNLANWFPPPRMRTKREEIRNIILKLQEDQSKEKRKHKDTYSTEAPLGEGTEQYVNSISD
SENP8 block-1: inhibitors of human SENP8 protease. Q96LD8. recombinant SENP8, Nedd8 substrate fluorescence. inhibition, % at 20 µM. 360,000 compounds, 0.64% hits. AID 602440; in the data active = inhibition mostly above about 40%, no sharp cut-off; inactive = mostly below about 27%
SENP8 block-2: inhibitors of human SENP8 protease. Q96LD8. purified SENP8, Z-RLRGG-aminoluciferin cleavage, luminescence. inhibition, % at 10 µM. 330,000 compounds, 1.2% hits. AID 2540; in the data active = inhibition above about 50%
Apaf1 inhib: blocks human Apaf-1 apoptosome activity. O14727. reconstituted apoptosome caspase-3 activity, DEVD-Rh110 fluorescence. inhibition, % at 20 µM. 330,000 compounds, 0.71% hits. AID 489030; active = inhibition of at least 40% at 20 µM;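 note: plate controls were DMSO wells for no effect and DEVD-CHO caspase inhibitor wells for full effect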
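System: Apoptosome proteins | Medium: Hepes pH 7.5 with detergent and BSA | Also added: Cytochrome c trigger plus (Z-DEVD)2-Rh110 caspase-3 substrate | Incubation: 30 min compound preincubation, 50 min activation, room temperature | Detection: Rhodamine 110 fluorescence at Ex 480/Em 540 nm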
PfG6PD inh: PfG6PD (Plasmodium falciparum) enzyme inhibition; PfGluPho enzyme, NADPH resazurin-diaphorase fluorescence; inhibition, % at 20 µM; 350,000 compounds, 0.78% hits; AID 504690;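 active = inhibition reaching at least a set limit at 20 µM in the primary screen, cut at about 59% in these data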;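 note: 0% = DMSO wells with substrate and 100% = DMSO wells lacking glucose-6-phosphate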
NALP3 yeast inh: inhibitors of NALP3 inflammasome in yeast. 330,000 compounds, 0.39% hits. inhibition, % at 10 µM. AID 2825. Yeast reconstituted NLRP3/ASC/caspase-1, beta-gal luminescence, 24 h;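 active = inhibition of 50% or more; inactive = inhibition below 50%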;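 note: plate controls were induced DMSO wells for no effect and uninduced yeast grown without galactose for full effect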
HKDC1 inh: blocks human hexokinase HKDC1 activity | Q2TB90 | 340,000 compounds, 0.16% hits | recombinant HKDC1, G6PDH/diaphorase resazurin coupled fluorescence | AID 493160 | inhibition, % at 20 µM;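 active = inhibition above about 35% when tested at 20 µM, limit read from the data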;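 note: plate controls were DMSO wells with enzyme for no effect and DMSO wells lacking enzyme for full effect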
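Assay system: recombinant HKDC1 hexokinase; detection: coupled resazurin fluorescence, excitation 525 nm, emission 613 nm; benchmarks: DMSO-plus-enzyme-mix negative control, buffer-substituted positive control; compound dosing: single 20 µM dose; schedule: 90 min at room temperature in dark; also added: glucose plus 1 mM ATP as hexokinase substrates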
SENP7 block: SENP7 protease inhibition. Q9BQF6. recombinant SENP7, Z-RLRGG-aminoluciferin luminescence, 40 min. inhibition, % at 5 µM. 330,000 compounds, 1.5% hits. AID 434973;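 active = inhibition above about 50% at the single test dose, limit read from the data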;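 note: plate controls were DMSO with enzyme for no effect and no enzyme buffer wells for full effect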
Target sequence (Q9BQF6 706-1050 limits assumed): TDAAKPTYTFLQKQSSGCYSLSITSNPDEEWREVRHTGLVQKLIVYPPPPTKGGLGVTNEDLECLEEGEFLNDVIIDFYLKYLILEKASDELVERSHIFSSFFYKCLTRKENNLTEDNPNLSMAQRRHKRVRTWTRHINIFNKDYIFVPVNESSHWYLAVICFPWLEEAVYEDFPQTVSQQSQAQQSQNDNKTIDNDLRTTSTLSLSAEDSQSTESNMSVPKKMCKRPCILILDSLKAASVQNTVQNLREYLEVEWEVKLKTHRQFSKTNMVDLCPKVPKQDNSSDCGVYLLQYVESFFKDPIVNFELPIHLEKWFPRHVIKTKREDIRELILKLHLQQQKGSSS
* = called active by the depositor.

`CCC(C)Sc1nc2c(c(=O)[nH]c(=O)n2C)n1CC(O)COc1ccccc1C` (stereo not drawn) gave SENP1 FRET inh 3, SENP6 block -9, SENP8 block-1 18, SENP8 block-2 -1, Apaf1 inhib 24, PfG6PD inh 43, NALP3 yeast inh 9, HKDC1 inh 0 and SENP7 block 1.
CC1CCCCC1NC(=O)c1cc(S(=O)(=O)N2CCOCC2)ccc1Cl (stereo not drawn) was read as SENP1 FRET inh 2, SENP6 block -6, SENP8 block-1 8, SENP8 block-2 1, Apaf1 inhib -2, PfG6PD inh 0, NALP3 yeast inh 11, HKDC1 inh -4 and SENP7 block 6.
`CN1C(=O)[C@H]2[C@@H](C3CC3)N3C(=O)CN(Cc4ccccc4)C(=O)[C@@]3(C)[C@H]2C1=O` gave SENP1 FRET inh -1, SENP6 block -7, SENP8 block-1 10, SENP8 block-2 3, Apaf1 inhib -8, PfG6PD inh -1, NALP3 yeast inh 12, HKDC1 inh -7 and SENP7 block 5.
For CN(/N=C/c1cccnc1)c1cnc2ccccc2n1 the results were SENP1 FRET inh -39, SENP6 block 3, SENP8 block-1 -433, SENP8 block-2 0, Apaf1 inhib 1, PfG6PD inh 17, NALP3 yeast inh 26, HKDC1 inh 1 and SENP7 block 1.
CC1(C)O[C@@H]2C[C@H]3[C@@H]4CCC5=CC(=O)CC[C@]5(C)[C@@]4(F)[C@@H](O)C[C@]3(C)[C@]2(C(=O)CCl)O1 was read as SENP1 FRET inh 1, SENP6 block 1, SENP8 block-1 4, SENP8 block-2 10, Apaf1 inhib -2, PfG6PD inh -4, NALP3 yeast inh -5, HKDC1 inh 6 and SENP7 block 8.
COCCCn1c(C(=O)N2CCOCC2)cc2c(=O)n3cccc(C)c3nc21 was read as SENP1 FRET inh -10, SENP6 block -12, SENP8 block-1 -401, SENP8 block-2 7, Apaf1 inhib -9, PfG6PD inh 0, NALP3 yeast inh 7, HKDC1 inh -5 and SENP7 block -4.
`COc1ccc([C@H]2CC(=O)C=C(c3ccc(Cl)c(C(F)(F)F)c3)C2)cc1OC` gave SENP1 FRET inh 0, SENP6 block -12, SENP8 block-1 0, SENP8 block-2 -9, Apaf1 inhib 35, PfG6PD inh 8, NALP3 yeast inh 12, HKDC1 inh 0 and SENP7 block -7.
For COc1cc2c(cc1NC(=O)CN1C(=O)NC3(CCc4ccccc43)C1=O)oc1ccccc12 (stereo not drawn) the results were SENP1 FRET inh 3, SENP6 block -13, SENP8 block-1 -6, SENP8 block-2 -4, Apaf1 inhib 18, PfG6PD inh 9, NALP3 yeast inh -11, HKDC1 inh 4 and SENP7 block 2.
CCOC(=O)COc1nc(-c2ccco2)cc(-c2ccco2)c1C#N was read as SENP1 FRET inh -38, SENP6 block -10, SENP8 block-1 -454, SENP8 block-2 -6, Apaf1 inhib -9, PfG6PD inh 0, NALP3 yeast inh 9, HKDC1 inh 6 and SENP7 block 14.
Cc1cccc(NC(=O)C(C)Sc2nc3ccccc3c(=O)n2CCCN2CCOCC2)c1 (stereo not drawn) was read as SENP1 FRET inh 4, SENP6 block 5, SENP8 block-1 8, SENP8 block-2 -11, Apaf1 inhib 12, PfG6PD inh 10, NALP3 yeast inh 23, HKDC1 inh -2 and SENP7 block -6.
Screening COC(=O)c1c(NC(=O)C(Cl)Cl)sc2c1C(C(=O)OC)CC2 (stereo not drawn) returned SENP1 FRET inh -12, SENP6 block 10, SENP8 block-1 9, SENP8 block-2 1, Apaf1 inhib -3, PfG6PD inh -5, NALP3 yeast inh 5, HKDC1 inh 0 and SENP7 block -2.
`Cc1ccc(O)c(C2=Nc3ccccc3N=C(c3cccc([N+](=O)[O-])c3)C2)c1` gave SENP1 FRET inh 4, SENP6 block -15, SENP8 block-1 -192, SENP8 block-2 -6, Apaf1 inhib 15, PfG6PD inh -2, NALP3 yeast inh -3, HKDC1 inh -4 and SENP7 block -2.
CC(=O)c1c(C)[nH]c(C(=O)OC2CCCCC2=O)c1C (stereo not drawn) was read as SENP1 FRET inh 1, SENP6 block -17, SENP8 block-1 23, SENP8 block-2 -6, Apaf1 inhib 3, PfG6PD inh 4, NALP3 yeast inh 5, HKDC1 inh -6 and SENP7 block -7.
Screening Cn1ccc2cc(NC(=O)Nc3cccnc3)ccc21 returned SENP1 FRET inh 11, SENP6 block -6, SENP8 block-1 -11, SENP8 block-2 1, Apaf1 inhib 34, PfG6PD inh 2, NALP3 yeast inh 4, HKDC1 inh -4 and SENP7 block 3.
`Cc1noc(C)c1CSc1ncnc2sc(C)c(C)c12` gave SENP1 FRET inh -5, SENP6 block 0, SENP8 block-1 10, SENP8 block-2 0, Apaf1 inhib 13, PfG6PD inh 0, NALP3 yeast inh 32, HKDC1 inh -1 and SENP7 block 3.
Screening CC(C)C(=O)Nc1nnc(Sc2ccc(N(C)C)cc2)s1 returned SENP1 FRET inh 0, SENP6 block -1, SENP8 block-1 16, SENP8 block-2 2, Apaf1 inhib 3, PfG6PD inh -8, NALP3 yeast inh 24, HKDC1 inh -4 and SENP7 block 1.
For CCSc1nnc(NC(=O)C(C)Sc2nc3ccccc3[nH]2)s1 (stereo not drawn) the results were SENP1 FRET inh 3, SENP6 block -10, SENP8 block-1 20, SENP8 block-2 -8, Apaf1 inhib 13, PfG6PD inh -19, NALP3 yeast inh -9, HKDC1 inh -3 and SENP7 block -3.
For O=C(c1cccc(S(=O)(=O)NCCOc2ccccc2)c1)N1CCN(c2ncccn2)CC1 the results were SENP1 FRET inh 1, SENP6 block -3, SENP8 block-1 -22, SENP8 block-2 -3, Apaf1 inhib 7, PfG6PD inh -7, NALP3 yeast inh 17, HKDC1 inh 10 and SENP7 block 11.
For CCN(CC)CCNC(Cc1ccccc1)c1cccc(OC)c1 (stereo not drawn) the results were SENP1 FRET inh -1, SENP8 block-1 6, PfG6PD inh 9 and HKDC1 inh -5.
For CC(C)c1ccc(NC(=O)C2CCN(C(=O)[C@@H]3Cc4ccccc4CN3)CC2)cc1 the results were SENP1 FRET inh -2, SENP6 block -15, SENP8 block-1 7, SENP8 block-2 -6, Apaf1 inhib 7, PfG6PD inh 2, NALP3 yeast inh 3, HKDC1 inh 2 and SENP7 block -12.
For CNc1ccc(/C=C(\C#N)C(=O)Nc2ccccn2)cc1[N+](=O)[O-] the results were SENP1 FRET inh -14, SENP6 block 15, SENP8 block-1 24, SENP8 block-2 2, Apaf1 inhib 4, PfG6PD inh -1, NALP3 yeast inh 24, HKDC1 inh 0 and SENP7 block -1.
Cc1ccc(/C=N/NC(=O)NN(C)c2ncc(C(F)(F)F)cc2Cl)cc1 was read as SENP1 FRET inh 3, SENP6 block 4, SENP8 block-1 3, SENP8 block-2 1, Apaf1 inhib 12, PfG6PD inh 7, NALP3 yeast inh 25, HKDC1 inh 5 and SENP7 block 6.
For CC(C)(C)OC(=O)NN1CC(=O)N2Cc3[nH]c4ccccc4c3C[C@H]2C1=O the results were SENP1 FRET inh -1, SENP6 block -5, SENP8 block-1 9, SENP8 block-2 -3, Apaf1 inhib 4, PfG6PD inh 3, NALP3 yeast inh 9, HKDC1 inh -4 and SENP7 block 11.
Screening Cc1cc(C)c(S(=O)(=O)N(C)c2ccccc2)c(C)c1 returned SENP1 FRET inh 1, SENP6 block -5, SENP8 block-1 13, SENP8 block-2 6, Apaf1 inhib 10, PfG6PD inh 37, NALP3 yeast inh 33, HKDC1 inh 5 and SENP7 block -1.

Random excerpt: 3 compounds from above, in no set order.
Screening Cn1ccc2cc(NC(=O)Nc3cccnc3)ccc21 returned SENP1 FRET inh 11, SENP6 block -6, SENP8 block-1 -11, SENP8 block-2 1, Apaf1 inhib 34, PfG6PD inh 2, NALP3 yeast inh 4, HKDC1 inh -4 and SENP7 block 3.
Screening CC(C)C(=O)Nc1nnc(Sc2ccc(N(C)C)cc2)s1 returned SENP1 FRET inh 0, SENP6 block -1, SENP8 block-1 16, SENP8 block-2 2, Apaf1 inhib 3, PfG6PD inh -8, NALP3 yeast inh 24, HKDC1 inh -4 and SENP7 block 1.
`Cc1noc(C)c1CSc1ncnc2sc(C)c(C)c12` gave SENP1 FRET inh -5, SENP6 block 0, SENP8 block-1 10, SENP8 block-2 0, Apaf1 inhib 13, PfG6PD inh 0, NALP3 yeast inh 32, HKDC1 inh -1 and SENP7 block 3.

(next part)
CC(C)(C)C(=O)CSc1nc2ncc(Br)cc2[nH]1 was read as SENP1 FRET inh 5, SENP6 block -22, SENP8 block-1 19, SENP8 block-2 -5, Apaf1 inhib -4, PfG6PD inh 32, NALP3 yeast inh 8, HKDC1 inh -5 and SENP7 block 10.
For Cc1cccc2c1-c1sc(C(=O)N3CCc4ccccc4C3)cc1CO2 the results were SENP1 FRET inh -43, SENP6 block -8, SENP8 block-1 -373, SENP8 block-2 -3, Apaf1 inhib 21, PfG6PD inh 9, NALP3 yeast inh 25, HKDC1 inh -2 and SENP7 block -2.
`N/C(=N\OC(=O)c1ccc(Cl)c([N+](=O)[O-])c1)c1ccccc1` gave SENP1 FRET inh 1, SENP6 block 6, SENP8 block-1 10, SENP8 block-2 -16, Apaf1 inhib -57, PfG6PD inh 15, NALP3 yeast inh 34, HKDC1 inh -3 and SENP7 block 19.
`O=C(c1ccc2c(c1)N(Cc1ccccc1F)C(=O)c1ccccc1S2(=O)=O)N1CCCC1` gave SENP1 FRET inh 1, SENP6 block 2, SENP8 block-1 14, SENP8 block-2 6, Apaf1 inhib 8, PfG6PD inh 7, NALP3 yeast inh 9, HKDC1 inh -8 and SENP7 block 7.
For COc1ccc(Cl)cc1NC(=O)Nc1ccccc1SC the results were SENP1 FRET inh -1, SENP6 block -8, SENP8 block-1 10, SENP8 block-2 0, Apaf1 inhib 8, PfG6PD inh 21, NALP3 yeast inh 19, HKDC1 inh -10 and SENP7 block 0.
For COCCCn1c(=O)c2sccc2n(Cc2cc(C(=O)OC)ccc2OC)c1=O the results were SENP1 FRET inh 1, SENP6 block -11, SENP8 block-1 9, SENP8 block-2 -14, Apaf1 inhib 11, PfG6PD inh -1, NALP3 yeast inh 22, HKDC1 inh 1 and SENP7 block -8.
For CN(CC1COc2ccccc2O1)C(=O)c1cccc(S(=O)(=O)N2CCCC2)c1 (stereo not drawn) the results were SENP1 FRET inh 0, SENP6 block -16, SENP8 block-1 18, SENP8 block-2 -2, Apaf1 inhib 3, PfG6PD inh -20, NALP3 yeast inh 14, HKDC1 inh -3 and SENP7 block 7.
Screening Cc1ccc(NC(=O)COC(=O)CNC(=O)c2cccc([N+](=O)[O-])c2)cc1S(=O)(=O)N1CCCCCC1 returned SENP1 FRET inh 3, SENP6 block -11, SENP8 block-1 11, SENP8 block-2 -7, Apaf1 inhib 21, PfG6PD inh -6, NALP3 yeast inh -27, HKDC1 inh 6 and SENP7 block -4.
For N#C/C(=C\c1ccc2c(c1)OCCO2)C(=O)Nc1ccc(C(=O)O)cc1 the results were SENP1 FRET inh 2, SENP6 block -11, SENP8 block-1 5, SENP8 block-2 4, Apaf1 inhib 1, PfG6PD inh 2, NALP3 yeast inh 2, HKDC1 inh -1 and SENP7 block 10.
